uPA generation: cell surface uPA generation inhibition. cell surface uPA generation assay, qHTS. Potency, µM (titrated, usually from 38.3 µM), inactives show at the highest dose activity change, negative = inhibition, actives largely listed as inhibitors. 0.31% of 330,000 active; active = well fitted inhibition curve with a large enough effect; inconclusive = small, poorly fitted or top-dose-only effect; inactive = no such curve, though single readings can be large or run the other way; tested in mouse RAW 264.7 cells; note: % is set by controls: 0 for no effect and ±100 for the full control effect; nearly all actives have a fitted effect of over 55% in size
MBNL1-CUG inh: MBNL1-poly(CUG) RNA binding inhibition; Potency, µM (top dose mostly 57.5 µM), inactives show at the top dose activity change, negative = inhibition, usual class: inhibitors; AID 2675; TR-FRET MBNL1-His/biotin-(CUG)12 binding, 665/545 ratio; 0.036% of 280,000 active; active = well fitted inhibition curve with a large enough effect in the signal ratio, with a control signal flat, not every such curve was filed as active; inconclusive = small, poorly fitted or top-dose-only effect, or effect the other way, or a change in a side signal; inactive = no such curve, though single readings can be large or run the other way; the % refers to the signal ratio; note: % is set by controls: 0 for no effect and ±100 for the full control effect
Target sequence (Q9NR56 whole entry, looked up): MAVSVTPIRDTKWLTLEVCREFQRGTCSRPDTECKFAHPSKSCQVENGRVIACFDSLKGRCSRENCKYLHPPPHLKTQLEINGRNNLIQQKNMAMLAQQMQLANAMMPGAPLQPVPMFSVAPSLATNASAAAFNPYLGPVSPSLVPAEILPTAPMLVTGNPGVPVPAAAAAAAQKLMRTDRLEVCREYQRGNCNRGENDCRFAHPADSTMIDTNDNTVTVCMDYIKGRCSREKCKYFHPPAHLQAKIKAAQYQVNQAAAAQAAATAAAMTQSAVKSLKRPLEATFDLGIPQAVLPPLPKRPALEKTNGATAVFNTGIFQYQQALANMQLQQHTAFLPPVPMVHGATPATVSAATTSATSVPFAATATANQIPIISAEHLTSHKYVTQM
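His-tagged MBNL1 binding to biotinylated (CUG)12 RNA was measured by TR-FRET using terbium anti-His antibody (0.055 ng/ul final) and streptavidin-XL665 (5 nM final). Compounds were titrated 92 nM to 58 uM; 60 min at room temperature.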
RORgamma inh: inhibitors of mouse ROR gamma transcriptional activity | P51450 | Drosophila S2 Gal4-RORgamma UAS-luciferase reporter, 20 h | Potency, µM (top dose mostly 53.6 µM), for inactives: at the top dose activity change, negative = inhibition, hits mostly inhibitors | 5.4% of 310,000 active; note: % is set by controls: 0 for no effect and ±100 for the full control effect; nearly all actives have a fitted effect of over 60% in size
Target sequence (P51450 whole entry, looked up, the tested form may be a part): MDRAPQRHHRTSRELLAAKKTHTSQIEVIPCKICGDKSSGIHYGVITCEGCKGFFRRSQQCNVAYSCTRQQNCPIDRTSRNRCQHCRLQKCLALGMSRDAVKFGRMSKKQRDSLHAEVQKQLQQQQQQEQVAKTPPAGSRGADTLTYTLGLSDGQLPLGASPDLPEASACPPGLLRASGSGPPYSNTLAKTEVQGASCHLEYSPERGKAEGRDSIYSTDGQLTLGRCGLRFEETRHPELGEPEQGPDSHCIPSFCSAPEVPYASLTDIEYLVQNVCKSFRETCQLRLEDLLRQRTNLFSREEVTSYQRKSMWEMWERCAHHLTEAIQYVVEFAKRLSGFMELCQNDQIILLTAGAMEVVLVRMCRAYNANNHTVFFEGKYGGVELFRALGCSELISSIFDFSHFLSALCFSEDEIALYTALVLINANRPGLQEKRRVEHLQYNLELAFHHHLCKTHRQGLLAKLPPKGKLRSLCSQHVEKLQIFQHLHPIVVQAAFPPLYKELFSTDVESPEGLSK
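Read-out: Photinus luciferase luminescence; inhibitors lower reporter signal. Insect Schneider cells with Gal4-ROR gamma fusion under metallothionein promoter, UAS reporter; 700 uM final copper sulfate induction, 20 hr, ambient temperature.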
VP16 counter: Gal4-VP16 reporter inhibition counter-screen. Drosophila S2 Gal4-VP16 UAS-luciferase, luminescence, 20 h. Potency, µM (top dose mostly 53.6 µM), for the others: top-dose activity, negative = inhibition, hits mostly inhibitors. 3.5% of 310,000 active. AID 2546;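 note: Gal4-VP16 expression switched on by copper sulfate through the metallothionein promoter; % is set by controls: 0 for no effect and ±100 for the full control effect; nearly all actives have a fitted effect of over 50% in size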
BRCA1 expr act: BRCA1 expression activation | MCF7-BRCA1-FFLuc reporter, luminescence, 48 h; response scale: scaled: vehicle 0%, 10 µM genistein 100% | Potency, µM (top dose mostly 46.1 µM), inactives show at the highest dose activation, most hits filed as activators | 1.1% of 380,000 active | AID 624202; note: nearly all actives have a fitted effect of over 80% in size; some results filed as inactive show a strong effect at the top dose
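Cells: MCF7-BRCA1-FFLuc, 2000/well. Exposure: 48 h, 37 °C, 5% CO2. Read: luminescence, 15 min post-substrate. Controls: genistein 10 microM (maximal activation), DMSO (neutral).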
NPC1 promoter act: NPC1 promoter activation | AID 485313 | 2.4% of 320,000 active | Huh7 NPC1 promoter luciferase reporter, 24 h | Potency, µM (doses to about 9.22 µM), without a hit: at the top dose activation, actives largely listed as activators;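 note: % of control where 0% means no effect; nearly all actives have a fitted effect of over 60% in size; reporter is driven by a mutant NPC1 promoter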
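Luminescence from an NPC1 promoter-driven luciferase reporter in stably transfected Huh7 cells was measured after 24 h compound treatment at 37 °C, followed by 10 min ambient incubation with luciferase detection reagent.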
ELG1 genotoxic: genotoxicity induction in ELG1-luciferase HEK293T cells. HEK293T ELG1-luciferase reporter, luminescence, 16 h. Potency, µM (titrated, usually from 46 µM), for the others: at the highest dose activity change, positive = activation, most hits filed as activators. 1.3% of 330,000 active. AID 504466; note: % of control where 0% means no effect; nearly all actives have a fitted effect of over 60% in size
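HEK293T cells expressing luciferase-tagged ELG1 were exposed to compound or DMSO vehicle for 16 hr at 37 °C and 5% CO2. Luciferase activity was then measured with ONE-Glo after 30 min at room temperature.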
FLuc modulator: counter-screen for miR-21 project: firefly luciferase inhibitors or activators; P08659; purified FLuc, Km substrates, luminescence inhibition; Potency, µM (doses to about 57.5 µM), inactives show at the top dose activity change, negative = inhibition, hits mostly inhibitors; 6.9% of 360,000 active;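 note: plate controls were vehicle for no effect and reference inhibitor for full effect; nearly all actives have a fitted effect of over 55% in size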
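Purified P. pyralis luciferase, 10 nM final, with Km-level 10 uM D-luciferin and 10 uM ATP in 50 mM Tris acetate pH 7.5, 10 mM Mg acetate, 0.01% Tween-20, 0.05% BSA; 6-point qHTS titration about 60 µM downward; luminescence read.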
p53 reactivator: restores transcriptional activity of mutant p53; H1299 p53-A138V BP100-luciferase reporter, luminescence, 24 h; Potency, µM (titrated, usually from 92.2 µM), for the others: at the top dose activity change, positive = activation, hits mostly activators; 0.063% of 320,000 active; note: % of control where 0% means no effect; nearly all actives have a fitted effect of over 45% in size
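H1299 (p53-null), stable ts p53-A138V + BP100-Luc; 1000 cells/well, Opti-MEM/10% FBS; cpd 4 pt, 1:5; 24 h, 37 deg C, 5% CO2; detection reagent 10 min RT; luminescence.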
Rab9 prom act: activates the Rab9 promoter | Huh7 Rab9 promoter-luciferase reporter, luminescence, 24 h | Potency, µM (top dose mostly 9.22 µM), without a hit: at the top dose activation, negative = inhibition, hits mostly activators | 2.8% of 320,000 active; note: % of control where 0% means no effect; nearly all actives have a fitted effect of over 60% in size
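Huh7 cells stably carrying Rab9 promoter–luciferase reporter, plated 1500 cells/well, compound added after 2 h and incubated 24 h at 37 °C; luciferase luminescence then read after 10 min with detection reagent.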
* hit, by the source's call; ? = inconclusive; / = not tested or not shown; & = joins results of further samples; [ ] = remark or other dose. Unless noted, calls come from the whole dose curve; as a rule, active = well fitted curve in the direction sought with a large enough effect; inconclusive = small, poorly fitted or top-dose-only effect, or another doubt; inactive = no such curve, though single readings can be large; an effect the other way counts as inactive or inconclusive. Potency is the fitted concentration of half-maximal effect.

Letters – A = uPA generation; B = MBNL1-CUG inh; C = RORgamma inh; D = VP16 counter; E = BRCA1 expr act; F = NPC1 promoter act; G = ELG1 genotoxic; H = FLuc modulator; I = p53 reactivator; J = Rab9 prom act
[1] CC(=O)Nc1ccc(N2C(=O)C3C4C=CC(CC4)C3C2=O)cc1 (stereo unspecified)
  A: -9% | B: -7% | C: 8% | D: 9% | E: 15% | F: 0% | G: 0% | H: 0% | I: 0% | J: 18%

[2] O=C(Cc1cccs1)N/N=C/C(Cl)=C/c1ccccc1
  A: 1% | B: -6% | C: ? | D: -1% | E: 5.6µM* | F: ? | G: ? | H: -10% | I: 10% | J: 3.5µM*

[3] COC(=O)c1ccc(CN2CCN(C3CCCC3)C(CCO)C2)cc1 (stereo unspecified)
  A: -7% | B: -2% | C: 1% | D: -8% | E: 3% | F: 0% | G: -1% | H: 4% | I: 1% | J: -2%

[4] Cc1ccc(CNC(=O)c2ccc(N3CCC4(CC3)CC(c3cccc(Br)c3)=NO4)c(NC(=O)c3ccc(Br)cc3)c2)cc1
  A: 5% | B: / | C: / | D: / | E: 1% | F: / | G: 0% | H: / | I: 12% | J: /

[5] CCOc1ccc2ccccc2c1/C=N\NC(=O)c1ccc([N+](=O)[O-])cc1
  A: -2% | B: 21% | C: ? | D: -7% | E: -35% | F: 0% | G: 3% | H: 9.5µM* | I: / | J: -1%

[6] CSCCC(=O)N1CC[C@@H](N2CCN(c3ccccc3F)CC2)[C@H](O)C1
  A: -1% | B: -2% | C: -21% | D: 2% | E: -2% | F: 11% | G: 0% | H: -2% | I: / | J: 6%

[7] CCc1ccc(-c2nc(CSCC(=O)NC3CC3)c(C)o2)cc1
  A: -3% | B: 7% | C: 2µM* | D: ? | E: -90% | F: -15% | G: 2% | H: 19µM* | I: -15% | J: -29%

[8] Cc1ccc(S(=O)(=O)N2CCCC(C(=O)NCC(C)C)C2)cc1 (stereo unspecified)
  A: 1% | B: 0% | C: ? | D: -2% | E: 0% | F: -6% | G: -7% | H: -2% | I: 0% | J: -1%

[9] COc1ccc(OC)c(-n2c(-c3cccc(S(=O)(=O)N(C)C)c3)n[nH]c2=S)c1
  A: 2% | B: 0% | C: -22% | D: 4% | E: 1% | F: -9% | G: -2% | H: -1% | I: -3% | J: 2%

[10] C=CCn1c(SCc2csc(C)n2)nc2sc3c(c2c1=O)CCCC3
  A: 4% | B: -13% | C: 2% | D: -5% | E: -41% | F: 2% | G: 1% | H: -2% | I: 2% | J: -2%

[11] O=[N+]([O-])c1ccc2[nH]c3c(c2c1)CCCC3
  A: 1% | B: ? | C: 20% | D: 1% | E: 35% | F: -4% | G: 5% | H: ? | I: 5% | J: 2%

[12] CCCCNc1c(-c2ccc(OC)c(Sc3ccc(OC)cc3)c2)nc2ccc(Cl)cn12
  A: 1% | B: / | C: / | D: / | E: 59% | F: / | G: -4% | H: / | I: 6% | J: /

[13] COC(=O)[C@H]1C[C@@H]1[C@H](NC(=O)c1cnccn1)c1ccccc1
  A: 6% | B: -21% | C: 6%&-15% | D: 4%&-1% | E: -4% | F: -2% | G: -2% | H: 1% | I: 8% | J: -3%

[14] CCOc1ccc(C(=O)NC2CCN(C(=S)NCc3ccco3)CC2)cc1
  A: 5% | B: -8% | C: 24% | D: -17%[0.365 µM] | E: 4% | F: -4% | G: 4% | H: -5% | I: -10% | J: -5%

[15] C=CCNc1nc(C(=O)OCC(=O)c2ccc(C)c([N+](=O)[O-])c2)cs1
  A: 9% | B: ? | C: 3% | D: ? | E: -15% | F: -3% | G: 3% | H: ? | I: 9% | J: 16%

[16] COc1cc(NC(=O)COC(=O)Cc2ccsc2)cc(OC)c1
  A: 2% | B: / | C: / | D: / | E: -21% | F: -3% | G: 0% | H: 4% | I: -2% | J: -10%

[17] c1cc2nnnn2nc1N1CCCCC1
  A: -20% | B: -1% | C: 6% | D: 5% | E: 11% | F: 1% | G: 1% | H: 1% | I: -2% | J: 1%

[18] O=C(c1ccccc1Cl)N1CCN(S(=O)(=O)c2cccs2)CC1
  A: 10% | B: -2% | C: 14% | D: -5% | E: -5% | F: 1% | G: 2% | H: 1% | I: -24% | J: 7%

[19] Cc1cc(C)nc(Nc2n[nH]c(-c3ccccc3Cl)n2)n1
  A: -14% | B: -5% | C: ? | D: 3% | E: ? | F: ? | G: ? | H: 6.7µM* | I: -2% | J: ?

[20] Cc1ccccc1C(=O)NC(=S)N(CCO)Cc1ccccc1
  A: 2% | B: 1% | C: 2µM* | D: 2.8µM* | E: -7% | F: -2% | G: -4% | H: 0% | I: -2% | J: 0%[1.84 µM]

[21] O=S(=O)(Nc1ccc(-n2cccc2)cc1)c1ccccc1
  A: 3% | B: -1% | C: 31% | D: -9% | E: -4% | F: 1% | G: -1% | H: 6% | I: -1% | J: -4%

3 entries from above, ordered by the value under uPA generation, descending.
item	SMILES	uPA generation	MBNL1-CUG inh	BRCA1 expr act	NPC1 promoter act	p53 reactivator	Rab9 prom act
4	Cc1ccc(CNC(=O)c2ccc(N3CCC4(CC3)CC(c3cccc(Br)c3)=NO4)c(NC(=O)c3ccc(Br)cc3)c2)cc1	5%	/	1%	/	12%	/
12	CCCCNc1c(-c2ccc(OC)c(Sc3ccc(OC)cc3)c2)nc2ccc(Cl)cn12	1%	/	59%	/	6%	/
5	CCOc1ccc2ccccc2c1/C=N\NC(=O)c1ccc([N+](=O)[O-])cc1	-2%	21%	-35%	0%	/	-1%

Structures from the list above that contain nitrogen in an aromatic ring (ten):
Letters – A = uPA generation; B = MBNL1-CUG inh; C = RORgamma inh; D = VP16 counter; E = BRCA1 expr act; F = NPC1 promoter act; G = ELG1 genotoxic; H = FLuc modulator; I = p53 reactivator; J = Rab9 prom act
[7] CCc1ccc(-c2nc(CSCC(=O)NC3CC3)c(C)o2)cc1
  A: -3% | B: 7% | C: 2µM* | D: ? | E: -90% | F: -15% | G: 2% | H: 19µM* | I: -15% | J: -29%

[9] COc1ccc(OC)c(-n2c(-c3cccc(S(=O)(=O)N(C)C)c3)n[nH]c2=S)c1
  A: 2% | B: 0% | C: -22% | D: 4% | E: 1% | F: -9% | G: -2% | H: -1% | I: -3% | J: 2%

[10] C=CCn1c(SCc2csc(C)n2)nc2sc3c(c2c1=O)CCCC3
  A: 4% | B: -13% | C: 2% | D: -5% | E: -41% | F: 2% | G: 1% | H: -2% | I: 2% | J: -2%

[11] O=[N+]([O-])c1ccc2[nH]c3c(c2c1)CCCC3
  A: 1% | B: ? | C: 20% | D: 1% | E: 35% | F: -4% | G: 5% | H: ? | I: 5% | J: 2%

[12] CCCCNc1c(-c2ccc(OC)c(Sc3ccc(OC)cc3)c2)nc2ccc(Cl)cn12
  A: 1% | B: / | C: / | D: / | E: 59% | F: / | G: -4% | H: / | I: 6% | J: /

[13] COC(=O)[C@H]1C[C@@H]1[C@H](NC(=O)c1cnccn1)c1ccccc1
  A: 6% | B: -21% | C: 6%&-15% | D: 4%&-1% | E: -4% | F: -2% | G: -2% | H: 1% | I: 8% | J: -3%

[15] C=CCNc1nc(C(=O)OCC(=O)c2ccc(C)c([N+](=O)[O-])c2)cs1
  A: 9% | B: ? | C: 3% | D: ? | E: -15% | F: -3% | G: 3% | H: ? | I: 9% | J: 16%

[17] c1cc2nnnn2nc1N1CCCCC1
  A: -20% | B: -1% | C: 6% | D: 5% | E: 11% | F: 1% | G: 1% | H: 1% | I: -2% | J: 1%

[19] Cc1cc(C)nc(Nc2n[nH]c(-c3ccccc3Cl)n2)n1
  A: -14% | B: -5% | C: ? | D: 3% | E: ? | F: ? | G: ? | H: 6.7µM* | I: -2% | J: ?

[21] O=S(=O)(Nc1ccc(-n2cccc2)cc1)c1ccccc1
  A: 3% | B: -1% | C: 31% | D: -9% | E: -4% | F: 1% | G: -1% | H: 6% | I: -1% | J: -4%
